Hsp70 displacement: small molecules displacing fluorescent ligand from Hsp70 – biochemical, fluorescence polarization, primary screen (AID 583) | Hsp70 fluorescence polarization probe displacement, mP; higher % means a stronger effect | one-dose displacement, % at 20 µM; IC50 in µM for titrated hits | 140,000 tested, 0.06% active; in the data active means displacement above about 50%;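 further: plate controls were vehicle for no effect and reference ligand for full effect; a part of the inactive calls stands beside numbers as strong as those of hits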
MKP-3 inhibition: MKP-3 phosphatase inhibitors, primary screen, biochemical, rat enzyme, in vitro (AID 425) | inhibition, % at 20 µM; hits with a dose series show IC50 in µM | recombinant MKP-3 phosphatase activity, fluorescence; higher % means a stronger effect | 110,000 tested, 0.17% active; in the data active means inhibition above about 50%;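 further: plate controls were vehicle for no effect and reference inhibitor for full effect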
An asterisk follows results filed as active; i = inactive; . = no result given; & = joins results of further samples. Some of the compounds tested; count on the stated rates, not on these rows.

SMILES	Hsp70 displacement	MKP-3 inhibition
CC(C)(C)OC(=O)N1N=C(c2ccccc2)CC1(O)C(F)(F)F (stereo not drawn)	0.8%	-1.3%
c1ccc(-c2n[nH]c(-c3ccccn3)n2)cc1	1.6%	.
CC(C)(C)c1ccc(C(=O)Nc2ccc(NC(=O)c3ccco3)cc2)cc1	-2.4%	.
NC(=O)c1cc(NC(=O)COc2ccc(F)cc2)cc(C(N)=O)c1	4.7%	0.0%
N#CCSc1nnc2ccc3ccccc3n12	12.2%	4.3%
CCc1ccccc1NC(=O)Cn1nnc(-c2cccs2)n1	-0.2%	-9.8%
CCCn1c(=O)c2c(c3ccccc31)OCC(=O)N2	-7.1%	-8.6%
COc1ccc(N2CCN(C(=O)CCNS(=O)(=O)c3ccc4c(c3)CCC(=O)N4)CC2)cc1	7.1%	-7.9%
CCn1c(C(=O)N2CCCC(C(=O)NCCc3ccc(C)cc3)C2)cc2sccc21 (stereo not drawn)	-6.2%	0.7%
Cc1cc(C)c(C#N)c(SCC(=O)Nc2ccc3c(c2)OCO3)n1	-3.9%	.
COc1ccc(C(C)N2CC34C=CC(O3)C(C(=O)O)C4C2=O)cc1 (stereo not drawn)	2.9%	.
O=C1C(=O)N(Cc2ccccc2)C(c2ccc(Br)cc2)/C1=C(/O)c1ccccc1 (stereo not drawn)	-3.9%	-0.6%
COc1ccc(CCNc2nc(-c3sc(N)nc3C)cs2)cc1OC	9.9%	-12.8%
O=C(CCN1C(=O)c2ccccc2C1=O)NC1CCCC1	3.3%	-1.3%
N#CCCN1CCN(C(=S)c2ccc(-c3cc(Cl)ccc3Cl)o2)CC1	6.0%	-2.8%
COc1cccc(/C=N/NC(=O)CSCC(=O)Nc2ccccc2)c1O	1.2%	-0.7%
O=C(CN(CCc1ccccc1)C(=O)CNS(=O)(=O)c1ccc(F)cc1)NCc1ccco1	0.2%	-14.4%
CCN(CC)C(=O)Sc1cccc2cccnc12	6.1%	-0.9%
CC1CCN(CC(O)COC2CCC(C(C)(C)C)CC2)CC1 (stereo not drawn)	0.4%	2.8%
O=C(NCC1CCCO1)c1ccc(NC(=O)C2CCCCC2C(=O)O)cc1 (stereo not drawn)	11.7%	-9.5%
N#C/C(=C/c1cccnc1)C(=O)Nc1cccc(Br)c1	-0.1%	2.9%
Cc1cccc(C)c1NC(=O)CSc1nnc([C@@H]2CCCN2C(=O)OC(C)(C)C)o1	9.9%	2.3%
CC1(C)CC(=NO)CC(C)(C)N1	-0.1%	0.2%
O=C1CSC(=S)N1c1cccc(Br)c1	-1.4%	2.6%
O=C(Cn1cnc2c(cnn2-c2ccccc2)c1=O)N1CCN(c2ccc(F)cc2)CC1	-1.9%	-5.8%
CCCCOC(=O)C1=C(C)NC2=C(C(=O)CCC2)C1c1cc(OC)ccc1OC (stereo not drawn)	-10.5%	-2.0%
CCc1nnc(NC(=O)COC(=O)CN2C(=O)c3ccccc3C2=O)s1	.	-1.4%
Cc1cc(O)c(C(C)C)cc1N=C1CSC(=O)N1	23.8%	-7.6%
CCOC(=O)c1sc(NC(=S)NC(=O)c2ccc([N+](=O)[O-])cc2)c(C(=O)OCC)c1C	-4.6%	0.9%
O=S(=O)(NCc1cccnc1)c1ccc(Cl)c(Cl)c1	4.2%&-0.7%	1.0%&0.1%
O=C(CCn1c(=O)sc2ccccc21)NC1=NCCS1	-0.7%	-9.1%
O=C(Nc1ccc2c(c1)OCO2)[C@@H]1[C@@H]2C(=O)N(C3CCCCC3)C(=O)[C@@H]2C2c3ccccc3C=CN21 (stereo partly drawn)	-0.6%	-11.5%
CCCN1CC=C2C(C#N)=C(N)C(C#N)(C#N)C(c3cccc(OC)c3OC)C2C1 (stereo not drawn)	.	7.5%
COc1ccc(NC(=O)COC(=O)CCCc2c[nH]c3ccccc23)cc1OC	2.4%	.
COc1ccc(/C=C2\C(=O)NC(=O)N(c3cccc(Br)c3)C2=O)cc1OC	-4.1%	3.5%
COc1ccc2oc(=O)c(C(=O)Nc3c(C)n(C)n(-c4ccccc4)c3=O)cc2c1	7.6%	1.5%
Cc1nc(-c2coc3cc(OCC(=O)O)ccc3c2=O)cs1	1.7%	-5.9%
C=CCN1C(=O)C(=O)c2cc(Br)ccc21	-2.3%	4.9%
C=C1C(C(=O)N2CCN(C)CC2)C1C(=O)N1CCN(C)CC1 (stereo not drawn)	-1.0%	-2.4%
Cc1ccc(C(=O)Nc2ccc(Cl)cn2)cc1S(=O)(=O)N1CCOCC1	0.1%	-1.1%
CC1CCN(c2nc3ccccc3nc2C(C#N)S(=O)(=O)c2ccccc2)CC1 (stereo not drawn)	0.5%	-5.7%
CCOC(=O)C(C)Oc1cccc2c(=O)n(CC(=O)N3CCc4ccccc43)ccc12 (stereo not drawn)	-4.8%	-7.4%
CCOC(=O)c1cc2c(n(-c3ccc(C)cc3)c1=O)CCCC2=O	11.1%	1.4%
COC(=O)c1cccc(NS(C)(=O)=O)c1C	-5.7%	.
COc1ccc(-c2cc(=O)n3[nH]c(-c4ccccc4)cc3n2)cc1	-2.9%	2.1%
O=C(NCc1ccncc1)Nc1cccc(Cl)c1	-2.1%	.
CC(C)C(NC(=O)OCc1ccccc1)C(=O)OCC(=O)N1CCCCC1 (stereo not drawn)	-1.2%	-7.9%
Cc1cc(C(=O)CN2C(=O)c3ccccc3C2=O)c(C)n1Cc1cccs1	-4.4%	2.6%
Cc1ccc(N=C2SCCCN2C(=O)c2ccco2)cc1Cl	-1.1%	2.3%
FC(F)Oc1ccccc1C1CC(c2ccc(Br)s2)Nc2ncnn21 (stereo not drawn)	-1.1%	1.4%

Additional records.
SMILES	Hsp70 displacement	MKP-3 inhibition
COc1ccc(C)c2sc(N3CCCC3)nc12	4.7%	11.1%
CCSc1nnc(NC(=O)CCc2ccccc2)s1	4.5%	-11.9%
OC1CN=C2C=CC=CN2C1 (stereo not drawn)	-0.4%	-10.6%
CN(C)c1ccc(/C=N/NC(=O)c2cc(-c3ccc4ccccc4c3)n[nH]2)cc1	-25.5%	5.3%
C#CCSc1nc(N)c(C#N)c(-c2ccc(O)cc2)c1C#N	2.7%	3.7%
NC(=O)c1oc2ccccc2c1NC(=O)C1CCCCC1	-0.3%	-5.2%
O=C1CC(NC2CCCCC2)C(=O)N1c1ccc(Br)cc1 (stereo not drawn)	-4.7%	1.1%
Cc1ccc(NC(=O)CSc2ncn[nH]2)cc1	-4.4%	1.7%
CCN1C(=O)C(CC(=O)Nc2cc(C)ccc2C)SC1=Nc1ccc(S(N)(=O)=O)cc1 (stereo not drawn)	0.8%	.
COC(=O)CNC(=O)c1c(-c2c(Cl)cccc2Cl)noc1C	.	-2.4%
O=C(C1COc2ccccc2O1)N1CCN(c2ccccc2)CC1 (stereo not drawn)	-0.6%	-7.3%
CCC(C)c1ccc(OCCOc2c(I)cc(/C=N/n3cnnc3)cc2OC)cc1 (stereo not drawn)	-2.5%	5.7%
CN(CCO)c1c2c(nc3cc(-c4cccc(F)c4)nn13)CCCC2	1.2%	.
CCc1ccc(NC(=O)C2CC(=O)N(c3ccccc3)C2)cc1 (stereo not drawn)	-0.9%	0.6%
COCCCNc1nc(-c2ccncc2)nc2ccccc12	-1.2%	-2.1%
Cc1ccc(C(=O)/C=C/c2ccccc2OCc2ccccc2)cc1	6.9%	-3.0%
CCCCC1CCC(C(=O)NCc2ccc3c(c2)OCO3)CC1 (stereo not drawn)	5.6%	.
CC(C)Oc1ccc(C2CC(=O)N(c3cccc(/C=C/C(=O)O)c3)C2=O)cc1 (stereo not drawn)	-0.8%	-0.4%
NC(=O)c1cc(NC(=O)c2ccc([N+](=O)[O-])cc2)ccc1Cl	0.3%	-0.1%
COc1cccc(CNC(=O)Nc2cccs2)c1	-6.3%	-4.3%

Following part:
canonical_smiles	Hsp70 displacement	MKP-3 inhibition
Cc1cccc(C(=O)NCCN2CCN(c3ccccc3)CC2)c1	-2.6%	-6.2%
COc1ccc(NC(=O)c2sc3cc(C)ccc3c2Cl)cc1	-0.7%	4.9%
Cc1ccc(OCC(O)CNC(C)C)cc1C (stereo not drawn)	-2.8%	-1.9%
O=C(Nc1ccccn1)c1cc(-c2ccc(Cl)c(Cl)c2)nc2ccccc12	.	1.6%
Cc1ccc(Cn2nnc3c(=O)n(Cc4cc(C)ccc4C)cnc32)cc1	-1.1%	.
O=C(O)CCc1nc2cccnc2n1Cc1ccccc1	6.7%	0.8%
CCCN1c2ccccc2C(=C2SC(C(=O)OC)=C(C(=O)OC)S2)C(=S)C1(C)C	10.3%	6.4%
COCCn1nnnc1C(c1ccc(OC)cc1)N1CCN(c2ccccc2F)CC1 (stereo not drawn)	-2.4%	2.1%
CC(=O)c1ccc(NCCC(=O)c2cccs2)cc1	-2.2%	1.6%
O=[N+]([O-])c1ccc(S(=O)(=O)N/N=C/c2ccco2)cc1	-3.3%	0.7%
O=C(/C=C/c1ccc2c(c1)OCO2)c1cccc(Br)c1	-1.1%	-3.6%
CCOC(=O)c1[nH]c2cc(OC)c(OC)cc2c1NC(=O)CN(C)C1CCCCC1	-0.1%	i
Cc1cccc(C(=O)NNC(=O)COc2ccccc2Cl)c1O	-5.1%	3.8%
COc1ccc(S(=O)(=O)N2CCN(Cc3cccn3C)CC2)cc1	-2.0%	3.6%
CC(C)CC(c1nnnn1CC1CCCO1)N1CCN(c2nc3ccccc3s2)CC1 (stereo not drawn)	-2.1%	-11.3%
Cc1ccc(-n2nc3cc(C)c(NC(=O)c4ccccc4Br)cc3n2)cc1	2.2%	1.8%
CC1CN(C(=O)C2CCCCC2)C(C)CN1C(=O)C1CCCCC1 (stereo not drawn)	-6.1%	-2.7%
CCN(CC)c1ccc(/C=N/NS(C)(=O)=O)cc1	-0.6%	-1.4%
O=C(CSc1n[nH]c(-c2ccncc2)n1)NC1CCS(=O)(=O)C1 (stereo not drawn)	-2.1%	-2.6%
COc1cc(C2CC(=O)Nc3c2ccc2ccccc32)cc(Cl)c1O (stereo not drawn)	-4.5%	3.1%
O=c1cc(N2CCN(Cc3ccccc3)CC2)[nH]c(=O)n1Cc1ccc(F)cc1	0.8%	-1.0%
CCc1nnc(NC(=O)CSc2nnc(-c3ccc(S(=O)(=O)N(CC)CC)cc3)n2CC)s1	-0.2%	.
COc1ccc(N2C(=O)CSC2c2ccncc2)cc1 (stereo not drawn)	2.9%	-10.9%
CC(=O)Nc1ccc(NC(=O)C2CCCN(c3nnc(-n4cccc4)s3)C2)cc1 (stereo not drawn)	9.1%	7.1%
COc1ccc(CCNC(=O)c2nc3ncccn3n2)cc1OC	0.3%	-1.3%
CCCn1c(N)c(Sc2ccccc2)c(=O)n(CCC)c1=O	-1.8%	.
CCN(CC)C(=O)c1sc(NC(=O)c2ccc(C)c(C)c2)c(C(=O)OC)c1C	-7.0%	3.6%
O=S(=O)(Nc1ccc(Cl)c(Cl)c1)c1ccc2ccccc2c1	2.8%	1.4%
Clc1ccccc1OCCCCn1ccnc1	4.2%&1.6%	-2.3%&1.0%
O=C(CSc1nnc(-c2ccncc2)n1-c1ccc(Cl)cc1)NCc1cccs1	-1.2%	.
COc1ccc(-n2c(SCCC#N)nnc2-c2cc(Cl)ccc2OC)cc1Cl	-0.2%	-8.1%
O=S(=O)(N/N=C/c1ccc(Br)cc1)c1ccccc1	-2.3%	-0.2%
COCCNS(=O)(=O)c1ccc(OC)c(Br)c1	4.6%	-1.4%
CCCSc1nc(C)c(CC(=O)OCC)c(=O)[nH]1	-1.1%	3.0%
CCOc1ccccc1NC(=O)CN(Cc1ccccc1)S(=O)(=O)c1ccc(OC)c(OC)c1	-1.6%	1.3%
Cn1/c(=N\N=C\c2ccc(Br)cc2)sc2ccccc21	-0.4%	-0.9%
CC(=O)NC1Sc2ccccc2N=C1c1ccccc1 (stereo not drawn)	-5.3%	-1.9%
Fc1ccc(OCc2nn3c(Cn4nnc5ccccc54)nnc3s2)cc1	6.8%	-4.7%
Cc1cccc(NC(=O)C2CC(=O)N(c3ccccc3)C2)c1 (stereo not drawn)	2.7%	1.6%
Cc1noc(NS(=O)(=O)c2ccc(NC(=O)c3cnc4scc(C)n4c3=O)cc2)c1C	-0.4%	-6.7%
O=C(NCC(=O)N(Cc1ccco1)C(C(=O)NC1CCCC1)c1cccnc1)c1cccs1 (stereo not drawn)	4.7%	4.3%
COc1ccc(C(=O)N2c3ccccc3N(Cc3ccccc3)C(=O)C2(C)C)cc1	2.7%	4.0%
CCC(=O)NC(Cc1ccc(OC)c([N+](=O)[O-])c1)C(=O)O (stereo not drawn)	1.4%	-2.5%

Screening results from PubChem.
